MT stabilizer – microtubule stabilizers in HeLa cells; 0.83% of 200,000 active; AID 2205; HeLa tubulin immunostaining HCS, 24 h; share of cells brighter than vehicle mean+2SD; % tubulin-high responders, % at 10 µM;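 active = plate Z-score above 3 for both tubulin-high and condensed-nucleus cell shares, with cell loss under 80%, at 10 µM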;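 note: anti alpha tubulin signal scored within the nucleus-defined area of each cell; some results filed as inactive read as strong as hits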
P. falciparum M1AAP – P. falciparum M1AAP inhibitors, biochemical, fluorogenic H-Leu-NHMec substrate, 1536-well (AID 1445); inhibition, % at 30 µM, or IC50 in µM where a hit was titrated; 0.42% of 220,000 active; recombinant M1AAP, H-Leu-NHMec fluorogenic kinetic assay; higher % means a stronger effect;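 active = primary inhibition above the hit cutoff, then over 50% inhibition at one or more dose response concentrations, cut at about 23% in these data, passing the limit was not always enough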;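 note: plate controls were DMSO full reaction for no effect and no enzyme background for full effect; strong numbers were not always called active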
Autophagy HCS – autophagy modulation, high-content screen; MEF GFP-LC3 puncta imaging; test concentration mostly 10 µM; calls only at 10 µM (by protocol); 0.98% of 190,000 active; AID 463193;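 active = percentage of spot-positive cells more than 3 SD above its plate mean, without a fluorescence outlier flag or 80% toxicity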;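 note: spot-positive cell cutoff set from DMSO-treated cells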
Yfh1-depleted yeast – enhancers of respiration in Yfh1-depleted yeast, dose response, Friedreich's ataxia, plus single-dose screen (AID 1465); S. cerevisiae Yfh1-off respiration, WST-1 reduction, 72 h; higher fold induction means a stronger effect; fold induction at 50 µM, or EC50 in µM where a hit was titrated; 0.074% of 220,000 active;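 active = fold induction of absorbance versus untreated yeast above a set limit, then at least 30% activation at any dose in follow-up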;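 note: activators that raise dye reduction in frataxin-depleted yeast; strong numbers were not always called active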
Dynein cargo inh – blocks dynein driven cargo transport along microtubules; 3617.4 mouse cells, GR-EGFP nuclear translocation imaging; test concentration mostly 20 µM; stimulated with dexamethasone, 1 µM; hits give low values; z-score, hits read low; 0.47% of 220,000 active;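 active = plate z-score of nuclear minus cytoplasmic receptor signal below a set negative limit, without overly bright fluorescence or cell loss, cut at about -3.5 in these data, passing the limit was not always enough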;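 note: z-score of nuclear minus cytoplasmic ring GR-EGFP intensity difference per well; some compounds called inactive have numbers as strong as hits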
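medium = tetracycline-free induction medium containing charcoal-stripped FBS | also added = 1.0 µM final dexamethasone stimulus | schedule = 48 h induction, 1 h compound, 30 min dex at 37 °C | technique = fixed, Hoechst-stained cells imaged at 10x for EGFP | measure = GR-EGFP nuclear translocation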
Ins promoter up – MIN6 insulin promoter up-regulation | MIN6 insulin promoter-GFP reporter, high-content imaging; hits give high values | z-score at 5 µM | 0.3% of 190,000 active | AID 1625;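 active = z-score above 3 at 5 µM with at least 500 cells counted in the well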
P. falciparum M17LAP – P. falciparum M17LAP inhibitors, primary screen, biochemical, fluorogenic H-Leu-NHMec substrate, 1536-well (AID 1619); recombinant M17LAP, H-Leu-NHMec fluorogenic kinetic assay; higher % means a stronger effect; inhibition, % at 30 µM, or IC50 in µM where a hit was titrated; 0.38% of 220,000 active;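 active = compound inhibiting the enzyme by more than half at any dose during confirmatory dose-response retesting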;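 note: plate controls were full reaction with DMSO carrier for no effect and no enzyme background for full effect; strong numbers were not always called active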
Hep lipid drop – modulators of hepatic lipid droplet formation | AML12 mouse hepatocytes, oleate lipid droplets, BODIPY imaging | inhibition, % at 6.5 µM | 0.4% of 240,000 active | AID 1656;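 active = lipid droplet intensity inhibited by at least 50%, with more than 500 cells counted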
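material = mouse AML12 hepatocyte cell line, fixed after treatment | also added = 100 µM oleic acid challenge | doses = compound at 6.5 µM only | schedule = overnight exposure | technique = Image-based BODIPY and DAPI two-channel analysis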
ER stress rescue – rescue of cells from ER stress-induced death, primary screen, 384-well, CSM14.1, thapsigargin, ATP luminescence (AID 1222) | CSM14.1 thapsigargin-induced death rescue, ATP luminescence; higher % means a stronger effect | cellular ATP content (survival), % at 20 µM, or EC50 in µM where a hit was titrated | 190,000 tested, under 10 active;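 active = EC50 below 50 µM in the dose-response confirmation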;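 note: death triggered by thapsigargin at about 15 µM added after 2 h compound pretreatment; cell ATP read after overnight thapsigargin exposure of roughly 18 to 22 hours; normalized against plate controls of thapsigargin alone and 5% DMSO vehicle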
Dynein cargo inh cytoplasmic EGFP – further read-out of Dynein cargo inh, marked with its call; z-score; measured here: cytoplasmic GR-EGFP intensity; hits give high values
Dynein cargo inh nuclear GR-EGFP – also measured in Dynein cargo inh; calls as there; z-score; measured here: nuclear GR-EGFP intensity;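 lower value marks the stronger effect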
Dynein cargo inh cell count – also measured in Dynein cargo inh; calls as there; z-score; measured here: cell count per field
Ins promoter up cell count – recorded beside Ins promoter up, whose call it bears; cell count; measured here: cytotoxicity, nuclei count;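 total cells summed across four imaged fields per well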
Hep lipid drop cells 6.5 µM – further read-out of Hep lipid drop, marked with its call; cell count; measured here: cell count, cytotoxicity flag;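 cells counted across two imaged fields per well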
MT stabilizer Hoechst-high % – second read-out of MT stabilizer, no call of its own (marks repeat the call); % Hoechst-high responders; measured here: nuclear condensation Hoechst responders;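 share of cells brighter than vehicle mean plus two SD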
MT stabilizer cytotoxicity % – further read-out of MT stabilizer, marked with its call; toxicity, %; measured here: cytotoxicity by cell density;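 0% = mean cell density of plate MIN control wells and 100% = no cells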
Autophagy HCS cell loss 18 h – recorded beside Autophagy HCS, whose call it bears; toxicity, %; measured here: cell loss, nuclei count;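 cell loss after 18 h compound exposure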
An asterisk follows results filed as active; i = inactive; . = no result given; + = active, no number.

structure	MT stabilizer	MT stabilizer Hoechst-high %	MT stabilizer cytotoxicity %	P. falciparum M1AAP	Autophagy HCS	Autophagy HCS cell loss 18 h	Yfh1-depleted yeast	Dynein cargo inh	Dynein cargo inh cytoplasmic EGFP	Dynein cargo inh nuclear GR-EGFP	Dynein cargo inh cell count	Ins promoter up	Ins promoter up cell count	P. falciparum M17LAP	Hep lipid drop	Hep lipid drop cells 6.5 µM	ER stress rescue
O=C(C1CCN(S(=O)(=O)c2cccs2)CC1)N1CCN(c2ccccc2)CC1	2.3	2.0	11	6%	i	7	i	0.12	-0.23	0.18	0.86	.	.	-6%	-5	757	-0.7%
CCc1nnc(NC(=O)CSc2nnc3c(n2)[nH]c2ccccc23)s1	2.1	2.9	1.8	9%	i	-3	i	-0.85	-0.24	-0.39	1.5	-0.64	1228	3%	1	687	0.8%
COc1ccc(C(=O)CCC(=O)Nc2cccnc2)cc1	3.3	2.1	9.5	4%	i	6	i	-1	-0.19	-0.73	0.88	0.81	1282	3%	9	709	-0.5%
COc1cc(/C=N/NC(=O)c2cc(C)oc2C)cc(OC)c1OC	1.0	2.1	1.8	4%	i	15	i	-0.86	0.26	-0.23	-0.5	0.45	1447	17%	2	755	-1.9%
CN(C(=S)NCCN1CCOCC1)C(c1ccccc1)c1ccccc1	6.6	2.7	5.4	6%	i	-9	i	-1.2	-0.26	-0.26	0.46	-0.21	1313	2%	5	674	-0.6%
CN(Cc1ccccc1)C(=O)C1CCN(S(C)(=O)=O)CC1	3.3	2.8	6.2	6%	i	5	i	-0.84	-0.24	-0.33	0.9	-0.85	1515	8%	2	676	-1.2%
CCOC(=O)Cn1c(-c2ccccc2)nc2ccccc2c1=O	3.8	2.1	9.7	4%	i	-13	i	-0.083	-0.13	0.67	-0.4	-0.01	1533	-2%	.	.	-1.5%
CC(C)OC(=O)CSc1nc(Cc2cccs2)nc2ccccc12	2.0	0.9	2.0	6%	i	14	i	-0.6	-0.25	0.05	0.88	-0.27	1378	13%	0	672	2.6%
COc1ccc(-n2nc([N+](=O)[O-])c(=NC3CCN(Cc4ccccc4)CC3)n2O)cc1	5.3	1.5	4.0	9%	i	22	i	0.93	-0.053	0.85	-1.6	0.73	1032	3%	-30	646	-1.0%
CCOC(=O)c1sc(C)c2c1NC(C)(c1cccs1)NC2=O (centres undefined)	6.9	2.1	88	9%	i	0	i	1.7	-0.098	1.5	-1.1	0.6	1872	-6%	2	588	-2.1%
CC(Oc1ccc(Cl)cc1)C(=O)Nc1ncccn1 (centres undefined)	3.0	1.7	2.3	-14%	i	12	i	-1.2	-0.27	-0.33	1.3	0.09	1096	3%	.	.	-1.1%
CCC(Cc1ccccc1)NC(=O)C1=C(C)C(=O)OC12CCC(C)CC2 (centres undefined)	1.2	1.4	3.2	2%	i	-31	i	0.53	-0.24	0.44	-0.37	0.26	1393	6%	-9	711	.
CC(C)N(C(=O)COC(=O)c1ccc(Cl)c(S(N)(=O)=O)c1)C(C)C	1.8	1.9	1.6	-2%	i	-3	i	-0.63	-0.14	-0.44	0.21	-0.07	1644	-5%	1	679	-0.7%
CCn1c(SCC(=O)Nc2sc(C)c(C)c2C#N)nnc1C1CC1	.	.	.	5%	.	.	i	2	-0.12	1.6	-1.5	0.37	1015	8%	-1	650	.
O=C(COC(=O)c1ccccc1NS(=O)(=O)c1cccs1)NCC12CC3CC(CC(C3)C1)C2	4.4	3.9	2.4	0%	i	-3	i	-0.55	-0.27	-0.41	0.75	.	.	1%	-12	589	0.2%
CCOc1ccc(-n2c(N)c(C(=O)NCC3CCCO3)sc2=S)cc1 (centres undefined)	3.4	1.3	7.5	11%	i	-7	i	0.43	-0.095	0.61	-0.59	1.7	1550	10%	.	.	-0.9%
CC(=O)NCCNC(=O)c1oc2ccccc2c1CSc1ncn[nH]1	2.7	2.2	6.8	4%	i	-9	i	-0.64	-0.051	-0.21	0.57	-1.1	1333	10%	30	652	-6.8%
CC1=NN(c2ccccc2)C(=O)/C1=C\C=C\c1ccccc1	.	.	.	1%	.	.	i	-5.3*	0.78*	-2.4*	0.41*	-0.84	1433	6%	4	710	.
COc1ccc(-c2nn3c(COc4ccccc4)nnc3s2)cc1OC	4.1	1.7	1.6	3%	i	-4	i	-0.75	-0.16	-0.018	-0.094	.	.	-8%	.	.	-1.2%
CC(Sc1cccc(C(F)(F)F)c1)C(=O)NC(N)=O (centres undefined)	.	.	.	-7%	.	.	i	.	.	.	.	1.3	1227	36%	-1	716	-2.7%
Cc1ccc(SCC(=O)Nc2ccc(S(=O)(=O)Nc3nccs3)cc2)cc1	3.5	3.1	4.0	31%	+	71*	i	-0.85	-0.19	-0.59	0.017	0.15	1472	-6%	-5	720	-0.1%
CCc1nnc(NC(=O)CSc2nnc(-c3ccccc3NC(=O)c3ccccc3)o2)s1	1.6	2.5	2.6	4%	i	-14	i	0.38	-0.16	0.2	-0.61	.	.	18%	.	.	0.6%
CCOc1ccc2nc(NC(=O)C3CCN(S(=O)(=O)c4cnc[nH]4)CC3)sc2c1	3.3	3.2	7.6	11%	i	8	i	-0.67	-0.19	-0.39	-0.051	0.9	991	5%	.	.	-0.6%
CCOc1ccc2nc(NC(=O)c3ccc(OCC4CCCO4)cc3)sc2c1 (centres undefined)	5.5	2.4	10	20%	i	6	i	-0.54	0.11	-0.47	0.16	0.16	1253	10%	17	626	-1.8%
O=C1c2ccccc2NC(c2cnc3ccccc3n2)N1O (centres undefined)	3.2	2.6	8.5	4%	i	14	i	-0.48	-0.23	0.12	-0.65	-0.47	1342	19%	.	.	-0.8%
COc1ccc(NC(=O)c2ccc(-c3ccccc3C(F)(F)F)o2)cc1	3.5	2.0	7.5	2%	i	9	i	-0.74	-0.11	0.053	0.63	1	1184	3%	-31	694	-2.5%
O=C(c1ccc(Br)o1)N1CCN(Cc2ccc3c(c2)OCO3)CC1	4.3	1.6	0.2	-1%	i	-1	i	-0.22	0.055	-0.16	0.76	-0.91	1203	6%	.	.	.
Cc1ccc(SCCC(=O)Nc2ccccc2C(=O)N2CCOCC2)cc1	4.0	3.7	8.3	-3%	i	-3	i	0.57	-0.25	-0.0037	-0.44	-0.19	1189	-13%	3	695	-1.0%
COc1ccc(S(N)(=O)=O)cc1C(=O)NCC1(N2CCCCC2)CCCCC1	1.8	1.1	4.5	9%	i	-18	i	-0.13	-0.18	0.09	0.5	-0.44	965	0%	.	.	0.4%
COC(=O)Cc1[nH]n(-c2nc3ccccc3s2)c(=O)c1C(C)=Nc1ccc(Cl)cc1	.	.	.	5%	.	.	i	1.1	0.3	0.94	-1.5	0	954	4%	0	657	.
O=C(Nc1cccc(C(F)(F)F)c1)c1cccnc1	2.1	2.0	4.4	-1%	i	6	i	-0.13	-0.22	-0.18	0.28	0.97	1761	-2%	-1	558	-1.4%
CCCc1cn(S(=O)(=O)c2ccc(OC)cc2OC)nc1N	3.0	1.6	0.9	5%	i	23	i	-0.19	-0.25	-0.39	0.7	0.31	1980	14%	-2	634	-3.0%
CN(C)CCOc1ccc2c(c1)Sc1ccccc1CC2=O	2.0	2.4	1.6	3%	i	-8	i	0.23	-0.29	-0.26	0.76	-1.3	944	-2%	-31	620	0.6%
Cc1nnc(SCC(=O)NCc2ccco2)n1-c1ccc(F)cc1	3.6	1.3	4.5	-4%	i	0	i	0.74	-0.23	0.26	-0.0033	.	.	-17%	-5	756	-2.0%
COc1ccc(NC(=O)Cc2ccc(Cl)cc2)cc1NC(=O)c1ccco1	1.4	1.5	9.5	-5%	i	-1	i	0.016	-0.3	0.31	0.47	1.3	924	8%	-8	802	-1.0%
CCN(CC)c1ccc(C(=O)Nc2ccccc2)cc1[N+](=O)[O-]	2.3	1.5	5.5	1%	i	23	i	0.75	-0.13	0.65	-1.7	1.1	1401	-2%	1	689	-1.4%
O=C(NC1CCCC1)c1cccc(Cl)c1	3.5	1.8	9.9	9%	i	24	i	-0.62	-0.27	0.43	-0.039	-0.03	1237	-1%	-4	688	.
O=C(CCc1ccc(S(=O)(=O)N2CCOCC2)cc1)Nc1ccc2c(c1)OCCO2	.	.	.	11%	.	.	i	-1.1	-0.2	-0.39	0.87	-0.23	1139	9%	-2	731	.
Cc1noc(C)c1COc1ccc2ccc(=O)oc2c1	4.8	2.2	23	-2%	i	0	i	0.99	-0.35	0.64	-0.55	-0.01	1288	-6%	28	719	-0.5%
Cc1ccc(-c2csc(NC(=O)c3cccc(N4C(=O)CCC4=O)c3)n2)o1	2.6	3.2	5.6	13%	i	1	i	1.1	0.54	1.1	-1.8	-0.06	1140	11%	28	779	-1.4%
COC(=O)C1=C(CSCc2ccccc2)NC(=O)NC1c1cc(C)ccc1C (centres undefined)	2.6	1.4	7.2	2%	i	1	i	-0.86	-0.19	-1.1	-0.24	.	.	-16%	.	.	-0.4%
